# Compound activity deposited in PubChem by Sanford-Burnham Center for Chemical Genomics.
# EBI2 antag: blocks human EBI2 receptor beta-arrestin signaling | EBI2 beta-arrestin recruitment, luminescence, 7a,25-OHC stimulated | 360,000 tested, 0.81% active | P32249 | inhibition, % at 5 µM; in the data active = inhibition above about 38%;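 note: enzyme fragment complementation signal reports receptor beta-arrestin coupling in cells; 0% = agonist plus DMSO wells and 100% = wells without agonist; some results beyond the cut were filed as inactive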
# Target sequence (P32249 whole entry, looked up, the tested form may be a part): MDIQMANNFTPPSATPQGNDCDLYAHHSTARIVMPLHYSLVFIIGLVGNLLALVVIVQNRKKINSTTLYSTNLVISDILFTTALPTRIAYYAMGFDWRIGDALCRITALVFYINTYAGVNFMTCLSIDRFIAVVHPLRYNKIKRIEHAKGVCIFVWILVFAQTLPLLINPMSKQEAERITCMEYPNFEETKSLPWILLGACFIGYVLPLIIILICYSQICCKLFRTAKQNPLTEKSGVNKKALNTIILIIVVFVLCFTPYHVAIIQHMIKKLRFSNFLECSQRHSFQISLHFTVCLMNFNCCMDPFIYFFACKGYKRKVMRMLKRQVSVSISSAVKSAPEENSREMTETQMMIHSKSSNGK
# CXCR6 inh: inhibitors of human CXCR6 receptor. O00574. CHO-K1 PathHunter CXCR6 beta-arrestin, luminescence. inhibition, % at 20 µM. 360,000 tested, 0.36% active. AID 602244; in the data active = inhibition above about 34%, passing the limit was not always enough;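 note: antagonist mode with CXCL16 agonist at 10 nM final; 0% = 10 nM CXCL16 with DMSO and 100% = unstimulated wells without agonist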
# MPTP block: inhibitors of mitochondrial permeability transition pore; isolated mouse mitochondria, Ca2+ swelling absorbance, 30 min; inhibition, % at 10 µM; 360,000 tested, 1.4% active; AID 602449;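 active = inhibition of 50% or more, scaled per plate between neutral and stimulator controls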;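 note: 0% = DMSO wells given calcium and 100% = 1 mM EGTA wells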
# Gli-Sufu antag: antagonists of Gli-Sufu signaling; inhibition, % at 5 µM; 340,000 tested, 0.74% active; Sufu-KO-LIGHT fibroblasts, Gli luciferase reporter luminescence;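 active = inhibition above about 55%, limit read from the data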;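 note: 0% = DMSO-treated cells and 100% = wells with medium but no cells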
# APOBEC3G inh: APOBEC3G (human) deaminase inhibition. Q9HC16. recombinant A3G, ssDNA deamination FAM/TAMRA fluorescence. inhibition, % at 20 µM. 330,000 tested, 0.28% active. AID 493012;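 active = inhibition of at least 40% at 20 µM, with no more than 30% in the related APOBEC3A deaminase screen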;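 note: plate controls were DMSO wells with A3G for no effect and wells lacking A3G enzyme for full effect; some compounds called inactive have numbers as strong as hits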
# Target sequence (Q9HC16 whole entry, looked up): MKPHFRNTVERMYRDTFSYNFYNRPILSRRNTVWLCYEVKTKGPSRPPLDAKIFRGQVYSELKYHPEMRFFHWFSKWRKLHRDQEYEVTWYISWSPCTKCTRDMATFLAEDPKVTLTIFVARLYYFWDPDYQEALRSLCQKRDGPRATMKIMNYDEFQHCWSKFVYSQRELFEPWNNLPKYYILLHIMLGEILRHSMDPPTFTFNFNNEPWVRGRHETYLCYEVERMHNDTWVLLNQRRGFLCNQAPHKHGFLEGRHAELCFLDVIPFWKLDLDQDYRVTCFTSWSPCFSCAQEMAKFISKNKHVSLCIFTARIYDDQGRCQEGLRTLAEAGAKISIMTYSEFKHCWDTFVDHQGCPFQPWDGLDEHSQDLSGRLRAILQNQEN
# GRIN3A LBD mod: NR3A (human) ligand-binding domain modulation; NR3A LBD differential scanning fluorimetry, Tm shift; 0% = protein alone, 100% = glycine-bound protein; Tm shift relative to glycine control, % at 25 µM; 340,000 tested, 2.5% active;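 active = melting temperature shift of at least 10% of the positive control shift, at one fixed dose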
# CCR6 antag: antagonists of human CCR6 receptor; P51684; CHO-K1 CCR6 PathHunter beta-arrestin, luminescence, CCL20-stimulated; inhibition, % at 20 µM; 340,000 tested, 0.49% active; AID 493098;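 active = compounds whose inhibition of the agonist-driven luminescence signal at 20 µM reaches about 50%, limit read from the data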;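 note: cells stimulated with CCL20 at 14 nM final; plate controls were DMSO with CCL20 for no effect and DMSO without agonist for full effect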
# APOBEC3A inh: blocks human APOBEC3A ssDNA deamination; P31941; recombinant A3A, FAM/TAMRA ssDNA deamination fluorescence; inhibition, % at 20 µM; 330,000 tested, 0.41% active;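 active = at least 40% inhibition at 20 µM here, with at most 30% in a related deaminase screen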;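 note: plate controls were A3A with DMSO for no effect and wells lacking A3A enzyme for full effect; some results filed as inactive read as strong as hits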
# Target sequence (P31941 whole entry, looked up): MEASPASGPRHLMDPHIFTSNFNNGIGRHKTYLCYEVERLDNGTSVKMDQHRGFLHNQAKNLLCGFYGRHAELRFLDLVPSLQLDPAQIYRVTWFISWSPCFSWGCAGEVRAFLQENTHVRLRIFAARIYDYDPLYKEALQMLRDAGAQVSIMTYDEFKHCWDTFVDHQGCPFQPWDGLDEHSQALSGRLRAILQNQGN
# The depositor's hits bear a star; x = not tested or not shown.
item	SMILES	CXCR6 inh	Gli-Sufu antag	EBI2 antag	APOBEC3G inh
1	Cc1cc(C)n(CC(=O)NNC(=O)COc2ccc(F)cc2Br)n1	0	-2	-5	2
2	O=C1CCC(=O)N1CNc1cccnc1	-4	1	-1	-3
3	O=C(O)CCN1c2cccc3cccc(c23)S1(=O)=O	-8	x	0	-7
4	Cc1nc(C)c(-c2ccc(SCC(=O)Nc3ccc(F)cc3F)nn2)s1	0	16	-4	-13
5	O=C(/C=C/c1ccc2c(c1)OCO2)NCc1ccncc1	-2	-14	3	-6
6	CCc1ccc(NS(=O)(=O)c2cc3[nH]c(=O)c(=O)[nH]c3cc2C)cc1	6	15	-11	-5
7	O=C(Nc1ccc2c(c1)OCO2)[C@@H]1CCCN1S(=O)(=O)c1cccc2cccnc12	-11	1	-19	-1
8	CC(=O)c1ccc2c(c1)OCCOCCOc1ccccc1OCCOCCO2	-3	-28	1	-3
9	N#CCC(=O)Nc1ccc(C(=O)NNC(=O)c2ccccc2-n2cccc2)cc1	-1	-6	-2	-5
10	COc1cc2nc(Nc3cccc(F)c3)nc(N)c2cc1OC	3	11	-14	-1
11	COc1ccc(C(=O)COC(=O)c2cc([N+](=O)[O-])ccc2N2CCOCC2)c(OC)c1	12	-21	40	-5
12	C=CCN1C(=O)C2(NC(=O)c3ccccc3N2)c2ccccc21 (centres undefined)	-7	-5	-2	-7
13	CCOC(=O)CCNC(=O)N1CCC(CCC(=O)NCc2ccc(F)cc2)CC1	-2	-34	4	-6
14	CCSc1nnc(NC(=O)C(CC)(C(F)(F)F)C(F)(F)F)s1	-5	0	-4	-1
15	COc1ccc(/C=N/NC(=O)COc2cccc3cccnc23)cc1OC	-6	3	14	-2

item	CCR6 antag	APOBEC3A inh	GRIN3A LBD mod	MPTP block
1	8	1	1	1.6
2	5	-4	-1	4.2
3	-4	-3	0	-0.1
4	-9	-1	0	-0.4
5	-9	-3	1	1.8
6	5	-3	-6	-1.4
7	3	-5	-3	-1.0
8	-17	-2	-1	2.5
9	3	-1	-2	-0.8
10	1	7	17*	-0.4
11	20	9	-1	0.0
12	-7	-6	-1	1.8
13	-4	-4	0	-0.2
14	1	0	-5	54*
15	2	-4	-2	0.3

# An excerpt of these results, tab-delimited.
No.	SMILES	CXCR6 inh	Gli-Sufu antag	EBI2 antag	APOBEC3G inh	CCR6 antag	APOBEC3A inh	GRIN3A LBD mod	MPTP block
7	O=C(Nc1ccc2c(c1)OCO2)[C@@H]1CCCN1S(=O)(=O)c1cccc2cccnc12	-11	1	-19	-1	3	-5	-3	-1.0
8	CC(=O)c1ccc2c(c1)OCCOCCOc1ccccc1OCCOCCO2	-3	-28	1	-3	-17	-2	-1	2.5
9	N#CCC(=O)Nc1ccc(C(=O)NNC(=O)c2ccccc2-n2cccc2)cc1	-1	-6	-2	-5	3	-1	-2	-0.8
10	COc1cc2nc(Nc3cccc(F)c3)nc(N)c2cc1OC	3	11	-14	-1	1	7	17*	-0.4
11	COc1ccc(C(=O)COC(=O)c2cc([N+](=O)[O-])ccc2N2CCOCC2)c(OC)c1	12	-21	40	-5	20	9	-1	0.0
12	C=CCN1C(=O)C2(NC(=O)c3ccccc3N2)c2ccccc21 (centres undefined)	-7	-5	-2	-7	-7	-6	-1	1.8
13	CCOC(=O)CCNC(=O)N1CCC(CCC(=O)NCc2ccc(F)cc2)CC1	-2	-34	4	-6	-4	-4	0	-0.2
14	CCSc1nnc(NC(=O)C(CC)(C(F)(F)F)C(F)(F)F)s1	-5	0	-4	-1	1	0	-5	54*
15	COc1ccc(/C=N/NC(=O)COc2cccc3cccnc23)cc1OC	-6	3	14	-2	2	-4	-2	0.3

# Next records.
item	SMILES	CXCR6 inh	Gli-Sufu antag	EBI2 antag	APOBEC3G inh
16	COc1cccc2cccc(/C=N/n3cnnc3)c12	-12	-7	-13	-3
17	Cc1cccc(-n2ncc3c(=O)[nH]c(SCC(=O)N4CC(=O)Nc5ccccc54)nc32)c1	6	-3	-5	-8
18	O=C(COc1ccccc1Br)NCc1ccco1	-5	-19	-3	-13
19	CCN1CCCC1CNS(=O)(=O)c1cc(Br)cc2c1N(C(=O)C1CC1)CC2 (centres undefined)	7	11	-1	-5
20	CN(C)c1ccc(NC(=O)CSc2n[nH]c(-c3ccncc3)n2)cc1	4	2	-9	x
21	COc1cccc(CN2CCN(C3CSCCSC3)CC2CCO)c1 (centres undefined)	4	10	1	0
22	CN(CCO)c1nc2c(c(=O)n(Cc3ccc(Cl)cc3)c(=O)n2C)n1C	-1	-12	-7	0
23	Cc1cc(C(=O)Nc2c(C)cccc2C)n(-c2ccccc2)n1	6	6	6	3
24	CC(=O)c1ccc(NS(=O)(=O)c2cccc(C)c2)cc1	0	-9	-4	5
25	COc1ccc(C2=NN(C(=O)CSc3nnc(C)n3C)C(c3ccco3)C2)cc1 (centres undefined)	0	4	4	-13
26	O=C(c1cccc(C(F)(F)F)c1)C1CCCN(C(=O)c2cc(C3CC3)[nH]n2)C1 (centres undefined)	2	13	7	-6
27	Cc1noc(C)c1S(=O)(=O)N(C)C[C@H]1Oc2ccc(NS(=O)(=O)c3ccc(F)cc3)cc2C(=O)N([C@H](C)CO)C[C@@H]1C	-1	-23	-2	-6
28	Cc1ccccc1OCC(=O)NNC(=O)CCN1C(=O)c2ccccc2C1=O	1	-9	14	-6
29	COc1cc2nc(NC(=O)c3ccco3)sc(=O)c2cc1OC	-8	12	7	-7
30	O=C(O)CN1C(=O)c2cccc(Oc3ccc(Cl)cc3)c2C1=O	-4	-1	11	-2

item	CCR6 antag	APOBEC3A inh	GRIN3A LBD mod	MPTP block
16	-5	3	-1	0.5
17	2	0	-7	2.0
18	4	-3	0	-0.8
19	6	-1	-3	1.3
20	-1	x	0	-1.2
21	-4	1	-1	0.2
22	-3	-1	-1	0.1
23	-6	2	-1	-1.2
24	1	4	-1	-1.6
25	9	-6	0	0.5
26	4	-3	4	1.4
27	-4	-1	-4	0.3
28	3	0	-2	-1.0
29	-1	-3	15*	3.6
30	-1	1	-1	-0.3

# (further entries)
item	SMILES	CXCR6 inh	Gli-Sufu antag	EBI2 antag	APOBEC3G inh
31	CCOCC(=O)N1CCC(Cc2ccccc2)CC1	-17	0	10	2
32	CN(C)S(=O)(=O)c1cccc(C(=O)Nc2cc3c(cc2C(=O)O)OCCCO3)c1	3	6	-8	-7
33	NC(N)=NCC(O)CN(c1ccccc1)c1ccccc1 (centres undefined)	10	13	-25	-11
34	Nc1ccc(C(=O)OCC(=O)Nc2ccc3c(c2)OCO3)cc1[N+](=O)[O-]	-2	-11	1	-4
35	COC(=O)C1=CN(Cc2ccc(OC)c(OC)c2)C=C(C(=O)OC)C1c1cccc(F)c1	16	20	3	-8
36	O=C(c1ccc2c(c1)OCO2)N1CCN(c2ccccn2)CC1	0	3	-9	-6
37	CCOc1ccccc1CN1CCN(C2CCN(c3ccccc3F)CC2)CC1CCO (centres undefined)	15	19	1	-3
38	O=C(c1ccc2c(c1)N(Cc1ccccc1)C(=O)c1ccccc1S2)N1CCCC1	5	-13	-18	-1
39	Brc1ccc(-c2nnc(-c3cccc(Br)c3)o2)cc1	4	-46	7	-3
40	CS(=O)(=O)N1CCN(c2ccccc2NC(=O)c2ccc3ccccc3c2)CC1	-4	3	-1	-3
41	CCCc1cc(C(=O)Nc2cnn(Cc3ccc(F)cc3)c2)no1	4	-17	17	-8
42	Fc1ccc2nc(N3CCCCC3)sc2c1	-5	-94	10	-6
43	CN1CCN(c2ncccc2S(=O)(=O)N2CCCCC2)CC1	1	15	-12	-4
44	C=CCNC(=S)N/N=C(\C)c1ccc(-n2ccnc2)cc1	6	8	5	-5
45	CN(CCOc1ccc(Cl)cc1)CC(=O)Nc1ccc(OC(F)(F)F)cc1	-18	4	10	-6

item	CCR6 antag	APOBEC3A inh	GRIN3A LBD mod	MPTP block
31	-6	3	-1	-0.2
32	6	-4	0	-1.4
33	-1	-4	-3	-1.6
34	2	-1	-2	1.6
35	18	-7	-5	3.1
36	3	1	-4	1.8
37	15	1	-1	0.7
38	-12	3	-2	-2.0
39	4	-6	4	-0.5
40	-2	1	-7	-0.4
41	5	-3	0	1.1
42	7	-5	0	-0.1
43	6	2	0	-5.3
44	12	-3	-1	-2.2
45	2	3	5	1.3

# (continued)
item	SMILES	CXCR6 inh	Gli-Sufu antag	EBI2 antag	APOBEC3G inh
46	Cc1ccc(NS(=O)(=O)c2ccccc2Cl)c2c1CC(C)(C)O2	5	0	4	1
47	CCCc1nnc(SCC(=O)N2CCOCC2)n1C	3	1	-9	1
48	CCCc1cc(=O)oc2c3c(c4c(c12)OC(C)(C)C=C4)OC(C)C(C)C3O (centres undefined)	4	8	6	4
49	O=C(O)C(Cc1c[nH]c2ccccc12)N1C(=O)C2C3c4ccccc4C(c4ccccc43)[C@@H]2C1=O (some centres undefined)	0	6	-2	-2
50	COc1ccc(C(=O)N2CCc3cc4c(cc3C2C)OCCCO4)cc1 (centres undefined)	4	-10	7	-6
51	Clc1ccc(CN2CCN(c3ncccn3)CC2)cc1Cl	-12	9	3	-6
52	Cc1sc(NC(=O)c2ccc(Br)s2)c(C(N)=O)c1C	14	-71	-12	-2
53	CCOC(=O)c1[nH]c(C)c(/C(O)=C2\C(=O)C(=O)N(CCCn3ccnc3)C2c2ccncc2)c1C (centres undefined)	-3	3	-2	-2
54	CC(=O)CC(=O)Nc1ccc(Nc2ccccc2)cc1	-5	0	-4	-9
55	CN(CCCn1c(=S)[nH]c2ncccc2c1=O)Cc1ccccc1	3	11	-1	-5
56	C=CCNC(=O)COC(=O)COc1ccc(Cl)cc1C	-6	3	8	-4
57	COc1ccc(NC(=O)CN(C)C(=O)Cc2ccsc2)cc1	-1	-7	-7	0
58	O=C(COC(=O)CNC(=O)c1ccccc1)NC1CCCCC1	8	9	-4	2
59	CCNc1nc(SCCOc2ccc(Br)cc2)nc(N(C)C)n1	-2	-2	22	2
60	COC(=O)c1ccc(NC(=O)C2CCN(C(=O)Nc3ccccc3)CC2)cc1	7	-6	-3	13

item	CCR6 antag	APOBEC3A inh	GRIN3A LBD mod	MPTP block
46	7	2	1	1.0
47	-2	0	0	-0.7
48	15	5	-3	0.3
49	7	0	5	1.2
50	1	-5	1	-1.1
51	10	-1	0	-0.4
52	17	1	1	0.3
53	-1	1	-1	1.6
54	7	-7	-22	0.0
55	11	-5	-1	0.8
56	13	-4	2	-1.7
57	5	-6	0	-1.1
58	-1	4	0	-1.0
59	-4	1	1	3.1
60	0	59*	1	1.0

# Following part
item	SMILES	CXCR6 inh	Gli-Sufu antag	EBI2 antag	APOBEC3G inh
61	CCSc1nnc(NC(=O)c2ccc(C)o2)s1	-3	-27	-5	-1
62	Cc1ccc(S(=O)(=O)/N=C(\N)Nc2nc(C)c3cc(C)c(C)cc3n2)cc1	6	4	-8	-6
63	COc1ccc(-c2nc(CN3CCC(C(=O)N4CCOCC4)CC3)c(C)o2)cc1OC	-9	2	3	-4
64	CCc1nnc(NS(=O)(=O)c2ccc(NCc3cc(Cl)cc(Cl)c3O)cc2)s1	-10	0	6	-5
65	O=C(NCCCn1ccnc1)c1cc(C(=O)C2CC2)c[nH]1	-7	4	-10	-3
66	CCC1CCCCN1Cc1nc2c(c(=O)n(C)c(=O)n2C)n1CCC(C)C (centres undefined)	-2	10	-3	-8
67	CC(Oc1ccc(C#N)cc1)C(=O)NC1CCCC1 (centres undefined)	2	0	5	-8

item	CCR6 antag	APOBEC3A inh	GRIN3A LBD mod	MPTP block
61	16	-1	-1	-0.3
62	16	5	-1	-1.3
63	4	-1	2	-2.0
64	-1	-1	-4	-1.3
65	-6	1	0	-0.2
66	2	-3	-1	-0.3
67	6	-1	-1	0.3
